Assay outcomes (PubChem)
VP16 counter = VP16 counterscreen qHTS for inhibitors of ROR gamma transcriptional activity | Drosophila S2 Gal4-VP16 UAS-luciferase, luminescence, 20 h | Potency, µM (highest dose often 53.6 µM), for the others: at the highest dose activity, negative = inhibition, actives largely listed as inhibitors | hit rate 3.5% among 310,000 | AID 2546, 2010;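 note: Gal4-VP16 expression switched on by copper sulfate through the metallothionein promoter; nearly all actives have a fitted effect of over 50% in size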
RORg inh = qHTS for inhibitors of ROR gamma transcriptional activity | Drosophila S2 Gal4-RORgamma UAS-luciferase reporter, 20 h | Nuclear receptor ROR-gamma (Mus musculus), P51450 | hit rate 5.4% among 310,000 | Potency, µM (top dose mostly 53.6 µM), for the others: at the highest dose activity change, negative = inhibition, actives largely listed as inhibitors; note: nearly all actives have a fitted effect of over 60% in size
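A Gal4/UAS one-hybrid system in insect cells: metallothionein-promoter Gal4–ROR gamma fusion plus Photinus luciferase reporter. Copper sulfate 700 uM final, 20 hr ambient incubation, luminescent detection after 10 min with reagent.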
An asterisk follows results filed as active; ? = inconclusive; & = joins results of further samples; [ ] = another dose, or the depositor's remark. Calls come from the whole dose curve; as a rule, active = well fitted curve in the direction sought with a large enough effect; inconclusive = small, poorly fitted or top-dose-only effect, or another doubt; inactive = no such curve, though single readings can be large; an effect the other way counts as inactive or inconclusive. % is set by controls: 0 for no effect and ±100 for the full control effect; potency is the fitted concentration of half-maximal effect. The list is partial. The share of hits here may be higher or lower than overall.

Start of the data: the first five entries as a preview:
SMILES	VP16 counter	RORg inh
CCCCNc1nc(C)nc2c1nc(-c1ccccc1)n2CCCCN(CC)CC	3%	-25%
CN(C)c1ncc2nc(-c3ccc(F)cc3)c(=O)n(Cc3cccs3)c2n1	-3%	-14%
COC(=O)C/C=C1\c2ccccc2C(OC)C1C (stereo unspecified)	-1%[10 µM]	-3%[10 µM]
CS(=O)(=O)Nc1cccc(-c2cncnc2NCc2cccs2)c1	5%	29%
FC(F)(F)C(F)(F)C(F)(F)C(F)(F)C(F)(F)F	8%	2%

The whole of this part (from the top)
SMILES	VP16 counter	RORg inh
CCCCNc1nc(C)nc2c1nc(-c1ccccc1)n2CCCCN(CC)CC	3%	-25%
CN(C)c1ncc2nc(-c3ccc(F)cc3)c(=O)n(Cc3cccs3)c2n1	-3%	-14%
COC(=O)C/C=C1\c2ccccc2C(OC)C1C (stereo unspecified)	-1%[10 µM]	-3%[10 µM]
CS(=O)(=O)Nc1cccc(-c2cncnc2NCc2cccs2)c1	5%	29%
FC(F)(F)C(F)(F)C(F)(F)C(F)(F)C(F)(F)F	8%	2%
COc1cccc(-c2ccc3ncnc(NCc4cnc(C)cn4)c3c2)c1	?	-2%
O=C(NC[C@@H](O)CO)c1c(I)c(C(=O)NC[C@@H](O)CO)c(I)c(N(CCO)C(=O)CO)c1I	-10%[17 µM]	4%[2.98 µM]
COC(=O)c1ccc(C(/C=C/[C@@H](C)C(=O)N[C@H](C)CO)NC(=O)OCc2ccccc2)cc1 (stereo partly specified)	19%	-1%
CCC(C)O (stereo unspecified)	11%	5%
Nc1ccc(F)cc1F	-24%	-3%
CC[C@H]1C2=C3C(CC[C@H]4C(OCc5ccc(F)cc5C(F)(F)F)OC[C@](C)([C@@H]34)N(C(=O)OC(C)(C)C)C2)C(COC(C)=O)C1COC(C)=O (stereo partly specified)	7%	-2%
OC[C@@H]1O[C@@H](O)[C@H](O)[C@H](O)[C@@H]1O	-2%	23%
COc1ccccc1-c1ccc2ncnc(NCc3cccnc3)c2c1	?	?
COc1ccc2nc3c(cc2c1)Cn1c-3nc2ccccc2c1=O	?	?
Oc1cc(O)c2c(c1)OC(c1cc(O)c(O)c(O)c1)C(O)C2 (stereo unspecified)	-4%	16%

Pulled one by one from the entries so far:
SMILES	VP16 counter	RORg inh
COc1cccc(-c2ccc3ncnc(NCc4cnc(C)cn4)c3c2)c1	?	-2%
COc1ccc2nc3c(cc2c1)Cn1c-3nc2ccccc2c1=O	?	?

The list goes on:
SMILES	VP16 counter	RORg inh
Cn1cc(-c2nc3cnc(Oc4ccccc4)nc3n(C)c2=O)c2ccccc21	-6%	-12%
CCC1=C(OC(=O)N(CC)CC)N2C(=O)OC(=NCCOC)[C@]2(C)[C@H]2C1=CC[C@H]1C(=O)NC(=O)[C@H]12	-8%	0%
Cc1cc2c(nc1C)CCCCN2C[C@H](C)O/N=C1/[C@H]2O[C@@H]2[C@@H](O)[C@H]2[C@H]1CCn1c(=O)n(-c3ccccc3)c(=O)n12	-5%[10 µM]	-3%[10 µM]
CC(=O)c1ccc(Nc2c3ccccc3cc3occc23)cc1	-16%	11%
COc1ccc(C(=O)[C@]2(C)C=C(c3ccc(OC)cc3)[C@H](C)C2)cc1	8%	0%
c1cc(-c2cnn3cc(-c4ccc(OCCN5CCCCC5)cc4)cnc23)ccn1	4%	15%
COc1ccc(NC(=O)N2CC[C@@]3(CCCN(C(C)=O)C3)C2)cc1	2%	3%
CC(=O)NCCNc1nc(-c2cccc(NS(C)(=O)=O)c2)nc2ccccc12	8%	2%
CC(=O)OC[C@H]1O[C@@H](CCO/N=C2/[C@H]3O[C@@H]3[C@@H](O)[C@H]3[C@H]2CCn2c(=O)n(-c4ccccc4)c(=O)n23)C=C[C@@H]1OC(C)=O	-13%[10 µM]	29%[10 µM]
CC(=O)NCCNc1ncnc2ccc(-c3ccccc3C#N)cc12	-14%	23%
COc1ccc(-c2nc3cnc(N(C)C)nc3n(C3CC3)c2=O)cc1	-1%	-5%
CC(C)NC(=O)N1CCCC2(CCN(C(=O)c3ccncc3)CC2)C1	-5%	1%
CC(=O)OC(C)C	3%	4%
Cn1cccc1C(=O)N1CCC[C@@]2(CCN(C(=O)Nc3cccc(F)c3)C2)C1	-4%	1%
CC(=O)OCC(CO)OC(C)=O (stereo unspecified) (tested in a mixture with another compound)	-2%	9%

A second format for 4 compounds above.
> Cn1cc(-c2nc3cnc(Oc4ccccc4)nc3n(C)c2=O)c2ccccc21
- VP16 counter: -6%
- RORg inh: -12%

> CCC1=C(OC(=O)N(CC)CC)N2C(=O)OC(=NCCOC)[C@]2(C)[C@H]2C1=CC[C@H]1C(=O)NC(=O)[C@H]12
- VP16 counter: -8%
- RORg inh: 0%

> Cc1cc2c(nc1C)CCCCN2C[C@H](C)O/N=C1/[C@H]2O[C@@H]2[C@@H](O)[C@H]2[C@H]1CCn1c(=O)n(-c3ccccc3)c(=O)n12
- VP16 counter: -5%[10 µM]
- RORg inh: -3%[10 µM]

> CC(=O)c1ccc(Nc2c3ccccc3cc3occc23)cc1
- VP16 counter: -16%
- RORg inh: 11%

(continued)
SMILES	VP16 counter	RORg inh
CCCn1c(C)nc2c(NCCCN(CC)CC)nc(C)nc21	-11%	-8%
CC(C)(C)NC[C@H](O)CSc1nc(-c2ccc(C(N)=O)s2)cs1	-4%	23%
c1ccc(CNc2cc(-c3cccnc3)ncn2)cc1	5%	23%
COC(=O)NC(c1ccccc1)[C@@]1(C(=O)OC)CCCC1=O (stereo partly specified)	17%[10 µM]	6%[10 µM]
CC1CCC(C(C)C)C(O)C1 (stereo unspecified)	-4%	22%
COc1ccc(C(=O)N2CCC3(CCN(Cc4ccncc4)CC3)CC2)cc1	-11%	-3%
Cc1ccc(S(=O)(=O)N[C@@H]2COC(=O)C/C=C\[C@H](C)COC(=O)N[C@@H](C)C(=O)C/C=C\[C@H]2C)cc1	0%[10 µM]	1%[10 µM]
CC(C)(C)OC(=O)N1C2C=CC1C1=COCCN1C2=O (stereo unspecified)	1%	31%
C#Cc1ccc2c(c1)C(=O)N(C)Cc1c(C(=O)OCCCOC(=O)c3ncn4c3CN(C)C(=O)c3cc(C#C)ccc3-4)ncn1-2	-6%	-13%
CC(C)CN(C[C@@H](O)[C@H](Cc1ccccc1)NC(=O)O[C@H]1CO[C@H]2OCC[C@H]21)S(=O)(=O)c1ccc(N)cc1	-1%	38%
CC12CC[C@@H]3c4ccc(OS(=O)(=O)O)cc4CC[C@H]3C1CCC2=O (stereo partly specified)	-9%[17 µM]	-14%[16.9 µM]
FC1(F)C(F)(F)C(F)(F)C2(F)C(F)(F)C(F)(F)C(F)(F)C(F)(F)C2(F)C1(F)F (stereo unspecified)	-4%	0%
NC(=O)N/N=C/c1ccc(Oc2ccc(F)cc2)cc1	-6%	10%
Cc1cccc(-c2[nH]c(C(C)(C)C)nc2-c2ccc3c(c2)OCO3)n1	7.1µM*	1.8µM*
O=c1c(-c2ccccc2)nc2cnc(N3CCNCC3)nc2n1C1CC1	-7%	-29%
CNc1nc(-c2ccccc2C)nc2ccccc12	-17%	34%
FC(F)(F)c1ccccc1-c1cc(NCc2cccs2)ncn1	2%	13%
COC(=O)N1CCC[C@@]2(CCN(C(=O)Nc3cccc(C#N)c3)C2)C1	-3%	-37%
CCCCCCCC/C=C\CCCCCCCC(=O)N[C@H](CO)Cc1ccc(O)cc1	?	25%
CCNc1ncc2nc(-c3ccc(Cl)cc3)c(=O)n(Cc3cccc(OC)c3)c2n1	8%	-3%
CC(=O)Nc1ccc(/C=N/NC(N)=S)cc1	-8%&13%	-7%&-1%
COc1ccccc1-c1ccc2ncnc(N(C)C)c2c1	-7%	?
CC(C)OC(=O)[C@@H]1C=C[C@H](C)[C@@H](CCCCOCc2ccccc2)O1	-6%	0%
CN[C@H]1[C@H](O)[C@@H](O[C@@H]2[C@H](O)[C@@H](O[C@H]3OC(CN)=CC[C@H]3N)[C@@H](N)C[C@H]2N)OC[C@@]1(C)O	0%[17 µM]	0%[2.98 µM]
O=Cc1ccccc1C=O	-23%	-3%[10 µM]
Cc1noc(C)c1C(=O)N1CCC2(CC1)CN(Cc1cc(C(F)(F)F)cc(C(F)(F)F)c1)C2	-1%	25%
CCNc1ncc2nc(-c3cc(F)cc(F)c3)c(=O)n(C)c2n1	5%	24%
COC(=O)C/C=C/[C@@H](C)[C@H](NC(=O)OCC(Cl)(Cl)Cl)c1ccccc1	-1%	11%
Cc1cnc(CNc2nc(-c3ccc(C(=O)N(C)C)cc3)nc3ccccc23)cn1	?	?
COc1cccc(Cn2c(=O)cnc3cnc(Nc4cccc(OC)c4)nc32)c1	-12%	?
COS(C)(=O)=O	10%&1%	-6%&-16%
C=CCC(C)(O)c1cccc(C(F)(F)F)c1 (stereo unspecified)	-8%	10%
COC(=O)Nc1ccc(Cl)c(Cl)c1	0%	6%
COC(=O)c1ccc(C(NC(=O)OCc2ccccc2)/C(F)=C/[C@@H](C)C(=O)NCCc2c[nH]c3ccc(OC)cc23)cc1 (stereo partly specified)	-4%	?
CCCCC/C=C\C\C=C/C=C/C=C/[C@@H](SCC(NC(=O)CCC(N)C(=O)O)C(=O)NCC(=O)O)[C@@H](O)CCCC(=O)O (stereo partly specified)	7%	18%
COc1ccc(-c2ccc(OC)c(C3C4C=CCC(C)C4C(=O)N3Cc3ccccc3)c2)cc1C (stereo unspecified)	0%	2%
COc1ccc(-c2nc3cnc(N4CCN(C)CC4)nc3n(Cc3cccc(OC)c3)c2=O)cc1	-6%	-19%
N#Cc1cccc(NC(=O)N2CCC3(CC2)CCN(C(=O)c2cccc(F)c2)CC3)c1	8%	23%
Cc1noc(C)c1-c1nc(NC2CC2)c2ccccc2n1	2%	-30%
COc1cccc(Cn2c(=O)c(C)nc3cnc(Oc4cccc(Cl)c4)nc32)c1	4%	-1%
Cc1onc(-c2c(F)cccc2Cl)c1C(=O)N[C@H]1C(=O)N2[C@H]1SC(C)(C)[C@H]2C(=O)O	22%[17 µM]	5%[16.9 µM]
CC(C)OC(C)C	0%	3%
Clc1cccc(C=NC=Nc2cccc(Cl)c2)c1	-7%	0%
Cn1cccc1C(=O)N1CCC2(CC1)CN(c1cccc(-c3ccccc3)c1)C2	4%	25%
CCOc1ccc(/C=C/C(=O)c2cccs2)cc1	-21%	22µM*
Cn1cccc1C(=O)N1CCC2(CCCN(c3ccc(-c4ccccc4)cc3)C2)CC1	-7%	8%
COC(=O)[C@@H]1C[C@@]2(O)[C@H](O)[C@H](O)[C@H](O)C[C@H]2N1Cc1c(F)cccc1Cl	-17%	7%
C[C@]12C[C@@](C)(C=C1/C=C/c1ccc(F)cc1)C(=O)C[C@H]2c1ccc(F)cc1	-4%	-6%
COC(=O)[C@@H]1C[C@@H]2CC[C@@H](O)C[C@@H]2N1CC1CCCCC1	-3%	0%
O=c1cnc2cnc(Oc3ccccc3)nc2n1Cc1ccc(F)cc1	-10%	6%
CC(C)C[C@@H](CC(=O)N[C@@H](CCC(=O)O)CC(=O)O)NC(=O)[C@@H]1CNCC[C@H]1NC(=O)C[C@@H](NC(=O)C[C@H](CO)NC(=O)[C@@H]1CNCC[C@H]1N)C(C)C	6%	-15%
NCCCC(N)CC(=O)NCC1NC(=O)C(CO)NC(=O)C(N)CNC(=O)C(C2CCN=C(N)N2)NC(=O)/C(=C/NC(N)=O)NC1=O (stereo unspecified)	-2%	28%
NC1(C(=O)O)CC(C(=O)O)C1 (stereo unspecified)	-1%&5%	-1%&6%
